NLRP3 yeast inh: blocks the NALP3 inflammasome reconstituted in yeast; Yeast reconstituted NLRP3/ASC/caspase-1, beta-gal luminescence, 24 h; AID 2825; inhibition, % at 10 µM; 330,000 compounds, 0.39% hits;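 active = inhibition of 50% or more; inactive = inhibition below 50%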;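 also: plate controls were induced DMSO wells for no effect and uninduced yeast grown without galactose for full effect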
APJ ag: activates the human apelin receptor APJ; AID 2520; 330,000 compounds, 0.11% hits; P35414; CHO-K1 APJ PathHunter beta-arrestin, luminescence; 0% DMSO wells, 100% apelin; activation, % at 20 µM;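 active = activation more than six SD over the plate average, tested at 20 µM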;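 also: 0% = DMSO alone and 100% = apelin-13 at 10 nM; some results filed as inactive read as strong as hits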
Target sequence (P35414 whole entry, looked up): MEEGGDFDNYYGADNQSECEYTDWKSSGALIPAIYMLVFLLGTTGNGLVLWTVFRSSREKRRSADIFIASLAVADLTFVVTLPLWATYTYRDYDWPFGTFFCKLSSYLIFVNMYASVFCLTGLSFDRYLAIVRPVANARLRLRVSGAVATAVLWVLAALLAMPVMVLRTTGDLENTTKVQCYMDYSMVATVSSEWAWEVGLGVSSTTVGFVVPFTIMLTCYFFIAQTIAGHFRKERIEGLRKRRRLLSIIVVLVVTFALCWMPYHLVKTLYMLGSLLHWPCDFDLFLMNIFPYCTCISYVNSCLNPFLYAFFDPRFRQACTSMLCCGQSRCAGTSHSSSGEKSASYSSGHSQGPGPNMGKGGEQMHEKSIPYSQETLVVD
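Material: CHO-K1 APJ beta-arrestin complementation cell line; Input: cell density 1000 per well; Incubation: compound stimulation 90 min at 25 °C, detection 60 min; Signal: luminescence from split beta-galactosidase complementation, Galacton Star/Emerald II substrate; Controls: DMSO-only wells as negative, 10 nM Apelin-13 as positive control.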
tim10-1 inh: inhibits growth of tim10-1 mutant yeast | AID 463190 | S. cerevisiae tim10-1 ts strain growth, BacTiter-Glo, 24 h | inhibition, % at 20 µM | 330,000 compounds, 2.2% hits;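 active = inhibition of at least 40%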;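 also: mutant grown at 25 °C; 0% = DMSO wells with yeast and 100% = wells holding no yeast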
TIM10 inh: growth inhibitors of TIM10 yeast strain | S. cerevisiae TIM10 strain growth, BacTiter-Glo luminescence, 24 h | inhibition, % at 10 µM | 330,000 compounds, 1.4% hits | AID 463195;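 active = inhibition of 40% or more at the single tested concentration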;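 also: wild-type TIM10 isogenic control strain grown at permissive 25 °C; 0% = DMSO yeast wells and 100% = minimal medium wells without yeast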
tim23-1 inh: growth inhibitors of tim23-1 mutant yeast; S. cerevisiae tim23-1 growth, BacTiter-Glo luminescence, 24 h; inhibition, % at 20 µM; 330,000 compounds, 1.3% hits; AID 463212;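 active = growth inhibition of the mutant yeast at or above 50%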;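 also: temperature-sensitive mutant grown at 25 °C; plate controls were DMSO-treated mutant yeast for no effect and medium wells lacking yeast for full effect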
MIN6 prolif: MIN6 beta-cell proliferation induction. MIN6 cells proliferation, ATPlite luminescence, 48 h; cells starved in 0.2% serum; 100% = growth in 10% serum. proliferation, % at 10 µM. 330,000 compounds, 0.29% hits;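 active = compounds whose signal lies at least 3.5 SD above the mean of all wells on their plate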;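 also: 0% = DMSO-treated cells in low-serum medium and 100% = 10% serum control; some compounds called inactive have numbers as strong as hits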
APJ antag: APJ receptor antagonism; P35414; CHO-K1 APJ beta-arrestin complementation, luminescence; inhibition, % at 20 µM; 330,000 compounds, 0.32% hits; AID 2521;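 active = inhibition above about 40% at 20 µM, limit read from the data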;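 also: cells challenged with 10 nM apelin-13 agonist together with compound; plate controls were apelin-13 plus DMSO wells for no effect and DMSO wells lacking apelin-13 for full effect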
MPTP block: inhibitors of mitochondrial permeability transition pore; AID 602449; 360,000 compounds, 1.4% hits; isolated mouse mitochondria, Ca2+ swelling absorbance, 30 min; inhibition, % at 10 µM;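 active = inhibition of 50% or more, scaled per plate between neutral and stimulator controls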;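 also: 0% = DMSO wells given calcium and 100% = 1 mM EGTA wells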
GRIN3A LBD mod: modulators (binders) of human NR3A ligand-binding domain | NR3A LBD differential scanning fluorimetry, Tm shift; 0% = protein alone, 100% = glycine-bound protein | Tm shift relative to glycine control, % at 25 µM | 340,000 compounds, 2.5% hits;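 active = melting temperature shift of at least 10% of the positive control shift, at one fixed dose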
Starred values were filed as active, the others as inactive; nt = not tested or not shown; & = joins results of further samples. Compounds were not picked by outcome (roughly 7.2% active in at least one column).

SMILES	NLRP3 yeast inh	APJ ag	tim10-1 inh	TIM10 inh	tim23-1 inh	MIN6 prolif	APJ antag	MPTP block	GRIN3A LBD mod
CCC(C)(C)NC(=O)C(c1ccc(F)cc1)N(CCOC)C(=O)CCC(=O)Nc1nccs1 (centres undefined)	20	1	7	-1	15	2	-1	-0.4	-2
Cc1onc(-c2ccccc2Cl)c1C(=O)N1CCOC12CCN(c1cccc(F)n1)CC2	-5	-3	16	23	25	1	7	0.7	-2
O=C(O)c1ccc(S(=O)(=O)N2CCCCCC2)cc1	-13	-2	9	-3	2	0	-1	-0.9	-1
CCN(CC)S(=O)(=O)c1ccc(N2CCOCC2)c(NC(=O)CC2OC(=O)c3ccccc32)c1 (centres undefined)	-4	0	12	-5	-4	-4	14	-0.9	3
CCOC(=O)C1CCCN(C(=O)CSc2ccccc2)C1 (centres undefined)	12	-3	21	13	10	0	8	-1.5	-3
O=C(N/N=C/c1cc2c(cc1Br)OCO2)c1cc2ccccc2o1	28	7	26	-25	33	1	-44	-0.3	13*
COc1ccc([C@@H]2CC=C(C(=O)O)[C@H](c3ccccc3)N2S(=O)(=O)c2ccc(C)cc2)cc1OC	9	-1	2	4	4	-1	-15	-1.9	-1
COc1ccc(C(=O)OC(C)C(=O)NCC2CCCCC2)cc1S(=O)(=O)N1CCOCC1 (centres undefined)	4	-3	-4	3	3	-3	17	0.4	0
CNC(=O)N(O)C1N(/N=C/c2c(F)cccc2Cl)C(=S)SC1(C)C (centres undefined)	9	-1	11	5	14	-5	4	0.0	1
CN(C(=O)c1cccc(Nc2ccc(-c3ccc4c(c3)OCCO4)nn2)c1)C1CCCCC1	15	4	13	19	21	-6	-17	-2.6	-2
CC(=NCC1CCCO1)c1c(O)[nH]c(=O)[nH]c1=O (centres undefined)	2	-4	19	-5	10	-4	-8	0.3	2
CSc1nc2n(n1)C(c1cccs1)C1=C(CCCC1=O)N2 (centres undefined)	4	-1	-5	-20	17	-1	-24	-3.4	-1
O=C(Nc1ccc(F)cc1)C(Sc1nc2ccccc2[nH]1)c1ccccc1 (centres undefined)	12	-1	11	14	16	0	-12	97*	-16
CCCCc1ccc(NS(=O)(=O)c2cccc(C(=O)N3CCNC(=O)C3)c2)cc1	17	-1	-7	-2	-8	-4	-14	0.1	2
O=C(NCc1ccco1)C(c1ccncc1)N(C(=O)Cn1nnc2ccccc21)c1ccccc1 (centres undefined)	1	-2	2	-3	16	3	14	0.8	-2
CCCc1nnc(NC(=O)c2c(O)c3cccc4c3n(c2=O)CCC4)s1	-4	1	-8	4	-22	-3	2	nt	nt
O=C(CSc1ncnc2ccccc12)N1CCCC1	8	-2	6	4	6	0	-7	-1.4	1
Cc1oc(=O)c(NC(=O)c2cccc(Cl)c2)cc1C(=O)c1ccccc1	20	-2	62*	51*	48	-6	20	5.8	1
Cc1cc(OCC(=O)NC(Cc2ccc(Cl)cc2)C(=O)O)c2c(C)c(C)c(=O)oc2c1 (centres undefined)	2	1	10	6	11	1	5	2.5	-1
CCCCCc1c(C)nc(NCc2ccccc2)[nH]c1=O	9	-2	28	30	17	-3	-22	5.2	1
Cc1ccc(NC(=O)CSc2nnc(-c3cnccn3)n2Cc2ccco2)cc1C	7	-4	11	-28	3	-1	3	-0.7	1
Cc1ccc(S(=O)(=O)Nc2nc(C)c(NC(=O)Nc3ccc(Cl)cc3Cl)s2)cc1	3	20	5	30	24	0	-3	-6.2	28*
COc1ccc(NC(=O)c2ccc3c(c2)C(=O)N(CC2CCCO2)C3=O)cc1 (centres undefined)	17	1	-26	-1	-8	0	9	0.6	-2
O=C(COC(=O)c1cccnc1Cl)Nc1ccc2c(c1)OCCO2	-6	-5	-4	7	6	-3	-8	0.0	0
COc1ccc(-c2c(C#Cc3ccsc3)c3ccccc3n2C)cc1	-9	-6	22	-16	-19	-8	10	0.8	-1
CN(C)C(=O)CCN1CCOCC1	5	-3	-10	5	-7	-2	-8	0.2	-3
Cc1ccc(Cl)c(OCC(=O)OCC(=O)c2ccc[nH]2)c1	8	0	12	9	40	-4	3	-1.1	-2
COc1ccccc1NC(=O)CSc1ccc2nnc(-c3ccccn3)n2n1	2	0	-27	-7	-13	2	-67	-2.7	0
CCOC(=O)C1=C(C)N(C[C@@H]2CC[C@@H](Cc3ccc(-c4ccccc4)cc3)O2)C(=O)NC1c1ccc(SCc2ccco2)c([N+](=O)[O-])c1 (some centres undefined)	nt	nt	22	0	37	nt	nt	2.5	-6
O=C(CSc1ncnc2c1nnn2-c1ccc(F)cc1)NCC1CCCO1 (centres undefined)	4	-4	12	18	18	-1	17	2.5	0
O=C1c2ccc(Cl)cc2S(=O)(=O)c2cccc(C(=O)N3CCN(c4ccc(Cl)cn4)CC3)c21	10	2	-13	10	24	-7	4	1.1	-4
COCCN1CC(CNC(=O)c2cc(COc3ccc(C)c(C)c3)on2)CC1=O (centres undefined)	14	2	-2	21	9	-1	7	-2.6	0
COc1ccc(NS(=O)(=O)c2cnc[nH]2)cc1	0	-2	-5	-5	-2	3	-4	0.0	-1
Cc1ccc(S(=O)(=O)N2CCN(C(=O)c3cc(-c4cccs4)nn3-c3ccccc3)CC2)cc1	16	-3	3	4	4	-3	5	-1.2	-3
O=C(CCNc1ccc(F)cc1)c1cccc([N+](=O)[O-])c1	15	-4	40*	15	13	-6	16	-0.2	-3
COc1cc(-c2nc3sc(C)c(C)c3c(=O)o2)cc(OC)c1OC	-8	1	16	2	12	-3	11	0.5	-3
COc1ccccc1CNC(=O)CSc1nc(N)c(C#N)c(-c2cccs2)c1C#N	-4	-3	5	5	-1	-2	-7	1.3	-15
CCOCC(=O)Nc1nc2ccc(S(C)(=O)=O)cc2s1	5	2	-1	6	8	-2	14	-5.1	0
CCCc1cc(N2CCCC(C(=O)NCc3ccc4c(c3)OCO4)C2)n2ncnc2n1 (centres undefined)	13	-3	9	8	-4	1	-5	-1.4	0
CCNc1c2c3c(cccc3n(C)c1=O)C(=O)c1ccccc1-2	9	-4	21	13	36	2	0	nt	4

Records listed so far that bear a hit mark in MPTP block.
mol | NLRP3 yeast inh | APJ ag | tim10-1 inh | APJ antag | MPTP block | GRIN3A LBD mod
O=C(Nc1ccc(F)cc1)C(Sc1nc2ccccc2[nH]1)c1ccccc1 (centres undefined) | 12 | -1 | 11 | -12 | 97* | -16

Further structures follow.
SMILES	NLRP3 yeast inh	APJ ag	tim10-1 inh	TIM10 inh	tim23-1 inh	MIN6 prolif	APJ antag	MPTP block	GRIN3A LBD mod
COC(=O)CNC(=O)c1cc(OC)cc(OC)c1	10	0	10	-9	-14	1	-9	-0.9	0
O=[N+]([O-])c1cccc(/C=N/Nc2cc(N3CCOCC3)ncn2)c1	15	2	-4	13	0	-4	2	4.5	2
CCc1cc(C(c2ccncc2)N2CCN(C)CC2)c(NC(=O)c2ccccc2)s1 (centres undefined)	-6	-2	17	3	11	0	16	1.2	-7
CCN(CC)S(=O)(=O)c1ccc(F)c(C(=O)NCCC(C)C)c1	-3	-1	17	22	24	0	13	-0.2	1
CC(=O)N1CCc2cc(S(=O)(=O)Nc3ccc(C)cc3C)ccc21	18	-4	-17	6	7	2	3	-0.4	0
COC(=O)c1ccc(CSc2n[nH]c(-c3ccccc3)n2)o1	3	-5	14	5	-11	3	-10	-0.5	3
Oc1ccc(CNc2ccccc2F)c2cccnc12	-41	-2	25	-5	-18	-5	-11	1.6&-0.8	-4
O=C(c1ccco1)N1CCN(CCCCOc2ccc(F)cc2)CC1	14	-1	-7	-23	-15	0	-3	1.8	0
CC(C)(C)OC(=O)N1CCC(CC2CC(c3ccncc3)=NO2)(C(=O)O)CC1 (centres undefined)	9	-4	5	-5	-1	-1	1	-2.3	0
COc1ccc(NC(=O)CN(C)C(=O)CSCc2c(C)noc2C)cc1	15	2	6	20	8	-3	22	-0.5	0
Cc1ccc(C)c(C(=O)OCC(=O)Nc2ccc(N3CCOCC3)cc2)c1	21	-2	5	6	9	2	-10	0.4	0
COc1ccc(C(=O)Nc2ccc(O)c3ccccc23)cc1	4	5	15	-20	18	-4	-25	3.1	0
CCC1(c2cccc(Cl)c2)NC(=O)N(Cc2cc(C(=O)OC)c(C)o2)C1=O (centres undefined)	17	0	15	10	18	-1	2	4.1	-1
CCC(Sc1nc(C)cc(=O)[nH]1)C(=O)Nc1nnc(C)s1 (centres undefined)	11	-4	-10	-3	-1	-1	17	-2.8	3
COc1cc2[nH]c3c(=O)n(CCN(C(C)C)C(C)C)cnc3c2cc1OC	2	-3	10	4	5	-2	-4	-0.3	1
COc1cc(C(=O)NC(=S)N(C)Cc2ccccc2)cc(OC)c1OC	27	-6	30	21	-15	-4	5	-1.2	0
O=C(NCc1ccc2c(c1)OCO2)c1ccncc1	-1	-1	-2	-4	-8	-1	8	1.6	1
O=C(Nc1nc(-c2ccccn2)cs1)c1ccco1	-4	0	13	3	-29	-3	-3	0.5	0

Structural class, the compounds so far containing fluorine
SMILES	NLRP3 yeast inh	APJ ag	tim10-1 inh	TIM10 inh	tim23-1 inh	MIN6 prolif	APJ antag	MPTP block	GRIN3A LBD mod
CCC(C)(C)NC(=O)C(c1ccc(F)cc1)N(CCOC)C(=O)CCC(=O)Nc1nccs1 (centres undefined)	20	1	7	-1	15	2	-1	-0.4	-2
Cc1onc(-c2ccccc2Cl)c1C(=O)N1CCOC12CCN(c1cccc(F)n1)CC2	-5	-3	16	23	25	1	7	0.7	-2
CNC(=O)N(O)C1N(/N=C/c2c(F)cccc2Cl)C(=S)SC1(C)C (centres undefined)	9	-1	11	5	14	-5	4	0.0	1
O=C(Nc1ccc(F)cc1)C(Sc1nc2ccccc2[nH]1)c1ccccc1 (centres undefined)	12	-1	11	14	16	0	-12	97*	-16
O=C(CSc1ncnc2c1nnn2-c1ccc(F)cc1)NCC1CCCO1 (centres undefined)	4	-4	12	18	18	-1	17	2.5	0
O=C(CCNc1ccc(F)cc1)c1cccc([N+](=O)[O-])c1	15	-4	40*	15	13	-6	16	-0.2	-3
CCN(CC)S(=O)(=O)c1ccc(F)c(C(=O)NCCC(C)C)c1	-3	-1	17	22	24	0	13	-0.2	1
Oc1ccc(CNc2ccccc2F)c2cccnc12	-41	-2	25	-5	-18	-5	-11	1.6&-0.8	-4
O=C(c1ccco1)N1CCN(CCCCOc2ccc(F)cc2)CC1	14	-1	-7	-23	-15	0	-3	1.8	0
